# PP1 counter: counter-screen for PP5 inhibitors: inhibitors of human PP1-alpha; purified PP1alpha, OMFP fluorescence; AID 2235; P62136; inhibition, % at 6.7 µM; hit rate 0.9% among 320,000;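 active = inhibition above the mean inhibition of all tested compounds plus 3 SD, computed separately for each screening campaign, cut at about 15% in these data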
# PP5 primary: blocks human protein phosphatase 5 activity; inhibition, % at 6.7 µM; AID 1987; purified PP5c, OMFP substrate fluorescence; hit rate 0.18% among 320,000; P53041;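 active = inhibition above the campaign's mean inhibition across all tested compounds plus 3 SD, cut at about 9.5% in these data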;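 note: 0% = DMSO only and 100% = 100 µM cantharidin control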
# procasp7 counter: counter-screen for procaspase-3 activators: activators of human procaspase-7; recombinant procaspase-7, Ac-DEVD-pNA absorbance 405 nm; D23A/D198A/D206A triple mutant, cannot self-cleave; scale: DMSO 0, 5 µM enzyme 100; P55210; activation, % at 8.5 µM; hit rate 0.093% among 330,000;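 active = percent activation above the screen-wide mean plus 3 SD, cut at about 25% in these data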
# Target sequence (P55210 whole entry D23A/D198A/D206A): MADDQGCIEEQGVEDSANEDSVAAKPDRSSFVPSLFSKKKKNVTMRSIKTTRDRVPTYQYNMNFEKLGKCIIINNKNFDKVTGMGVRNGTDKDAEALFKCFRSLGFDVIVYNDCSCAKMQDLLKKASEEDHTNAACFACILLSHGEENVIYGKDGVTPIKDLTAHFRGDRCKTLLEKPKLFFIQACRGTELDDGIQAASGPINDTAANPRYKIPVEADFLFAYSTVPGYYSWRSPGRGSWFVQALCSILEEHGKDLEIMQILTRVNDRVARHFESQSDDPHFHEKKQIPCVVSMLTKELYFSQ
#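 Assay system: Uncleavable procaspase-7 mutant enzyme | Input: 2 µM procaspase-7 mutant as dispensed | Timing: 1 h compound preincubation, 2 h substrate cleavage, 25 °C | Repeats: One well per compound | Control set: DMSO wells as 0%, DMSO with 5 µM added PC-7 as 100% | Technique: Epi-absorbance of released pNA at 405 nm, two timepoints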
# JMJD2C inh: human JMJD2C demethylase inhibition | Q9H3R0 | GST-JMJD2C(1-420) H3K9me3 demethylation, DELFIA europium | inhibition, % at 2.35 µM | hit rate 0.069% among 330,000;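 active = more than half of a compound's replicate wells show inhibition beyond 50%, single wells judged on their own value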;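 note: signal counts dimethyl H3K9 product captured on neutravidin plate; 0% = median of DMSO wells and 100% = 0.3 times that DMSO median; strong numbers were not always called active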
# Target sequence (Q9H3R0 1-420 limits assumed): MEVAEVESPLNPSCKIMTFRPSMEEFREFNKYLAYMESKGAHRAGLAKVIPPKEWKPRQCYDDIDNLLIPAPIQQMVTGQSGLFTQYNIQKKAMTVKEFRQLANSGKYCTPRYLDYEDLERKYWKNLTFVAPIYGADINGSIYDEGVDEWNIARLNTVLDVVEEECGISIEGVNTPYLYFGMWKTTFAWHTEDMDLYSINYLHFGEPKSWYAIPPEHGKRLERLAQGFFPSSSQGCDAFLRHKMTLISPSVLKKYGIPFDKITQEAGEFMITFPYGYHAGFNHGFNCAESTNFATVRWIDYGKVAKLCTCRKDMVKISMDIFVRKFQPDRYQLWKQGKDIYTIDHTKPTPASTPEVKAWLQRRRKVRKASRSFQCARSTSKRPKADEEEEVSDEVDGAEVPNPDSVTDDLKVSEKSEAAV
# CTSL1 counter: cathepsin L1 inhibition, PFM18AAP counter-screen; recombinant F. hepatica cathepsin L1, Z-Leu-Arg-MCA fluorescence; inhibition, % at 5.96 µM; hit rate 0.49% among 300,000;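 active = inhibition above the mean of all tested compounds plus 3 SD, set per screening campaign, cut at about 17% in these data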;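 note: 0% = plate median of test compound wells and 100% = 1 µM Z-Phe-Ala-diazomethylketone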
# core dimer inh: HCV core protein dimerization inhibition. TR-FRET GST/Flag-core106 dimerization, 1536-well. inhibition, % at 5 µM. hit rate 0.33% among 300,000;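 active = inhibition above the mean of all tested compounds plus 3 SD, set per screening campaign, cut at about 45% in these data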
#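 Assay system: tagged HCV core106 pair (GST and Flag); medium: KF-containing HEPES buffer, pH 7.45, DTT, CHAPS, BSA; also added: Eu donor and XL665 acceptor anti-tag antibodies; dosing: 5 µM single dose; timing: compound-protein-antibody incubation 4 h at 22.5 °C; signal: TR-FRET 671 and 617 nm emission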
# procasp3 activ: activators of human procaspase-3; P42574; recombinant procaspase-3 D3A, Ac-DEVD-pNA absorbance 405 nm; activation, % at 8.5 µM; hit rate 0.11% among 330,000; AID 463141;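 active = activation above the mean of all tested compounds plus 3 SD, cut at about 21% in these data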;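 note: 0% = DMSO alone and 100% = DMSO wells spiked with extra 5 µM PC-3 D3A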
# Target sequence (P42574 whole entry D9A/D28A/D175A): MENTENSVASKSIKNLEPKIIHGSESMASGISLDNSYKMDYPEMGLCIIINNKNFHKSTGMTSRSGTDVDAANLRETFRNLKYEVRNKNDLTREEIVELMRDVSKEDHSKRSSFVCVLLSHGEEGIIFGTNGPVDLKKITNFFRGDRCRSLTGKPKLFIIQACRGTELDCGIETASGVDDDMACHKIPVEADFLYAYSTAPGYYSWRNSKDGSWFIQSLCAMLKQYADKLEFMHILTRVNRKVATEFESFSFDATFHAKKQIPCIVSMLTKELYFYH
#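 Evaluation: percent activation relative to control range; Material: Procaspase-3 D3A mutant, all three cleavage aspartates alanine; Compound: single dose, 8.5 µM nominal compound, 0.8% DMSO; Replication: one well per compound; Signal: absorbance at 405 nm, 0 and 120 min; Schedule: 1 h preincubation plus 2 h reaction at 25 °C.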
# Efflux pump inh: antifungal efflux pump inhibition, Nile Red retention | hit rate 0.44% among 330,000 | inhibition, % at 10 µM | S. cerevisiae Candida pump triplex | AID 485275;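 active = plate passing quality check with inhibition over a set limit, or well fluorescence over plate mean plus 4 SD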;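 note: Nile Red retained in pooled yeast measured as flow cytometry median fluorescence; 0% = buffer negative control and 100% = Enniatin B positive control; higher means more Nile Red kept so more efflux inhibition; some compounds called inactive have numbers as strong as hits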
# TPT1 inhibitor: C. albicans TPT1 enzyme inhibition. recombinant caTPT1, FP RNA substrate dephosphorylation. inhibition, % at 5 µM. hit rate 0.81% among 300,000;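 active = inhibition above the mean of all tested compounds plus 3 SD, set per screening campaign, cut at about 24% in these data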;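 note: plate controls were DMSO alone for no effect and ferristatin control at 100 nM for full effect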
# An asterisk follows results filed as active; . = no result given.
SMILES,PP1 counter,PP5 primary,procasp7 counter,JMJD2C inh,CTSL1 counter,core dimer inh,procasp3 activ,Efflux pump inh,TPT1 inhibitor
COc1cccc(/C=C/C(=O)OCC(=O)N2CCCc3ccccc32)c1,3,1.0,2,-2,5,2,-6,0.3,-3
CCc1nnc(NS(=O)(=O)c2ccc(NC(=S)NC(=O)c3ccc(OC)cc3)cc2)s1,3,1.2,2,-7,-1,19,1,0.0,-1
CCN(CC)S(=O)(=O)c1ccc(OC)c(NC(=O)CSc2ccccc2)c1,2,3.2,3,-1,5,1,2,-0.1,-3
O=C(NCC(=O)N(CC1CCCO1)C1(C(=O)NC2CCCC2)CCCCC1)c1ccccc1 (stereo unspecified),-5,0.9,5,-4,-7,1,3,0.1,-2
Cc1cc(C[n+]2ccccc2)c2nsnc2c1,-2,1.6,10,8,-1,-8,1,-0.1,2
CCN(CC)CCNC(=O)c1sc2nc(-c3ccccc3)cn2c1C,-3,2.0,4,0,12,-14,2,-0.2,1
CC(C)(C)OC(=O)C[C@H]1C/C=C\C[C@H](CC(=O)N(CCO)Cc2ccccc2)C(=O)N[C@H](C(C)(C)C)COC1=O,.,.,6,9,.,.,-2,-0.2,.
COCCCn1c(SCC(=O)Nc2nc3ccccc3s2)nnc1-c1ccoc1C,1,0.8,4,9,1,2,-1,-0.2,-1
CCOC(=O)C1(CC2CC2)CCN(C(=O)c2cc(C)nc3ccc(CC)cc23)CC1,2,0.1,0,-2,9,4,3,0.1,2
Cc1cc2[nH]c(=O)c(=O)[nH]c2cc1S(=O)(=O)N1CCN(c2ccccc2)CC1,1,1.6,5,4,-5,1,10,0.0,-2
Cc1ccc(C)c(SCC(=O)N(C)CC(=O)Nc2ccc(N3CCOCC3)cc2)c1,2,0.7,1,-10,-2,7,6,-0.1,3
O=C(Cc1ccccc1)NCCc1cn2ccsc2n1,0,2.9,3,-2,-1,-3,-1,0.3,3
Cc1nc2c(-c3ccc(F)cc3)c(C)nn2c(C)c1CCC(=O)NCc1ccco1,4,4.0,-9,1,-6,2,0,0.3,2
Cc1cccc(C)c1NC(=O)C1=C(O)c2sccc2N(C)S1(=O)=O,-2,-1.4,-8,18,1,3,10,-0.1,4
Cc1cccc(CNC(=O)C2CCCN(c3nn4c(=O)cc(C)nc4s3)C2)c1 (stereo unspecified),-4,5.6,-9,-6,-2,-5,3,0.1,1
O=C1CN(C(=S)Nc2ccc(OC(F)F)cc2)CCN1,-5,-0.5,4,-5,4,2,5,0.0,-4
C=CCn1c(-c2ccccc2OC)n[nH]c1=S,1,-0.1,-5,3,-1,3,-7,0.1,2
O=C(Nc1nnc(-c2ccc3c(c2)CCCC3)o1)c1c(F)cccc1F,7,0.8,3,3,3,4,1,-0.1,0
CC(C)(C)C(=O)CSc1ncnc2c1cnn2-c1ccccc1,3,0.3,1,2,1,8,-8,0.1,2
CCC1CCCCN1C(=O)CSc1n[nH]c(N)n1 (stereo unspecified),.,.,7,7,.,.,2,-0.2,.
CCOc1ccc2cc(C3CC(c4ccco4)=NN3S(=O)(=O)c3ccccc3)c(Cl)nc2c1 (stereo unspecified),7,4.5,-3,-11,0,20,7,0.2,-1
Cc1ccccc1C(=O)N1CCC(n2nccc2NC(=O)CCOc2ccccc2)CC1,-4,-0.3,-2,2,-3,-2,5,0.1,-2
O=C(c1cccs1)N(Cc1ccco1)Cc1cc2ccccc2[nH]c1=O,-2,-3.0,2,133,-2,2,11,-0.1,-2
CC(C)CN(C(=O)c1ccc(C(F)(F)F)cc1)c1c(N)n(CC(C)C)c(=O)[nH]c1=O,8,2.2,-6,0,-5,-4,3,0.0,1
CN1CCN(C(=O)c2ccc(CSc3nc4ccncc4n3Cc3ccc(F)cc3)cc2)CC1,5,0.0,7,-10,4,-2,0,-0.1,-1
Cc1cccc(Nc2c([N+](=O)[O-])c(=O)n(C)c3ccccc23)c1,0,3.9,-1,-9,0,11,7,0.1,3
COc1cc(S(=O)(=O)N(Cc2ccccc2)CC2CCCO2)ccc1-n1cnnn1 (stereo unspecified),-3,-1.9,0,16,2,5,3,-0.1,1
O=C(O)c1ccc(COc2ccc3c(c2)CCC3)cc1,-5,0.1,-2,-9,-3,0,1,0.1,6
O=C(NC1CCCCC1)c1ccccc1NC(=O)C1CC(=O)N(c2ccc(Cl)cc2)C1 (stereo unspecified),-2,-3.2,1,1,-4,3,4,-0.1,2
CCCCCNC(=O)C(C)Sc1ccc(Cl)cc1 (stereo unspecified),-2,-0.1,6,0,3,2,0,0.0,-2
O=C1CCN(c2ccc([N+](=O)[O-])cc2F)CC1,-5,3.5,2,-12,3,-3,4,0.0,2
COc1ccc(-c2cc(-c3ccccc3)nc(SC(C)C(=O)O)c2C#N)cc1 (stereo unspecified),7,1.2,4,-6,6,2,-3,0.0,1
CCCn1c2ccccc2c2nnc(SCc3[nH]c(=O)[nH]c3C(=O)CCCCC(=O)OCC)nc21,9,0.4,-16,-4,4,8,-7,-0.1,2
O=C(Cc1ccc(Cl)cc1)NCC(=O)N1CCN(Cc2ccccc2)CC1,-8,-0.4,7,-1,0,3,3,0.2,-4
CCN(CC(=O)Nc1ccccc1C(F)(F)F)C(=O)COc1cccc2c1OC(C)(C)C2,-5,2.2,7,0,-3,1,-4,0.2,1
O=C(CN1C(=O)COc2ccc(S(=O)(=O)N3CCOCC3)cc21)Nc1cccc(Cl)c1,1,1.2,-4,1,1,6,-7,-0.1,-1

# The list goes on; it opens with the six that closed the last part.
SMILES,PP1 counter,PP5 primary,procasp7 counter,JMJD2C inh,CTSL1 counter,core dimer inh,procasp3 activ,Efflux pump inh,TPT1 inhibitor
O=C1CCN(c2ccc([N+](=O)[O-])cc2F)CC1,-5,3.5,2,-12,3,-3,4,0.0,2
COc1ccc(-c2cc(-c3ccccc3)nc(SC(C)C(=O)O)c2C#N)cc1 (stereo unspecified),7,1.2,4,-6,6,2,-3,0.0,1
CCCn1c2ccccc2c2nnc(SCc3[nH]c(=O)[nH]c3C(=O)CCCCC(=O)OCC)nc21,9,0.4,-16,-4,4,8,-7,-0.1,2
O=C(Cc1ccc(Cl)cc1)NCC(=O)N1CCN(Cc2ccccc2)CC1,-8,-0.4,7,-1,0,3,3,0.2,-4
CCN(CC(=O)Nc1ccccc1C(F)(F)F)C(=O)COc1cccc2c1OC(C)(C)C2,-5,2.2,7,0,-3,1,-4,0.2,1
O=C(CN1C(=O)COc2ccc(S(=O)(=O)N3CCOCC3)cc21)Nc1cccc(Cl)c1,1,1.2,-4,1,1,6,-7,-0.1,-1
COc1cc(CCC(=O)Oc2ccc(C(C)=O)cc2)cc(OC)c1OC,0,2.5,-6,2,-36,-1,2,-0.9,0
Cc1ccccc1NC(=S)NCCc1ccc(S(N)(=O)=O)cc1,-3,0.7,1,-5,-2,-5,-3,-0.4,-2
CCc1ccc(CNC(=O)C2CCN(S(=O)(=O)N3CCC4(CC3)OCCO4)CC2)cc1,4,-1.3,13,-6,-7,4,-7,0.2,4
Cc1ccc(C)c(NC(=O)CSc2nc(C)cs2)c1,-1,0.6,4,0,.,.,1,0.1,.
Cc1ccc(C(=O)Nc2sc3c(c2C(=O)O)CCCCC3)o1,11,2.9,-5,-32,7,-1,-1,0.3,2
CCOC(=O)NCc1ccc(CNC(=O)OCC)cc1,-1,2.4,1,0,3,0,0,0.0,-3
Cc1ccc(CNC(=O)CCC(=O)c2cccs2)cc1,-2,3.7,-4,-3,-1,-1,-2,-0.1,-2
O=C(Nc1ccccc1Cl)c1cccc(NC(=O)C2CCCC2)c1,1,3.2,2,4,1,1,-5,-0.1,-2
COC(=O)c1ccc(NC(=O)c2ccccc2CC[N+](=O)[O-])cc1,2,1.8,2,7,-2,0,-8,0.1,4
Cc1cccc(C(=O)C2CCOC(C)(C)C2)c1 (stereo unspecified),-3,0.6,-12,-1,8,-4,-5,0.0,-2
Cc1nc2c(ncn2-c2ccccc2)c(=O)n1NC(=O)CN1CCCCC1,2,13*,1,3,5,-1,16,0.0,-2
O=C(CCCCCNC(=O)N1CCn2c1nc1ccccc12)N[C@@H](C(=O)O)c1ccccc1,-3,-0.7,-2,9,2,-3,5,-0.1,-1
O=S1(=O)NC(CC2=CCCCC2)C2CCCCC2O1 (stereo unspecified),-3,2.8,4,1,0,-17,10,-0.1,0
O=C(CN1C2CCCC1CC(NC(=O)C1CCCCC1)C2)Nc1ccccc1 (stereo unspecified),-5,-1.5,2,13,-1,7,3,0.1,0
COc1ccc(OC)c(S(=O)(=O)Nc2ccccc2F)c1,-7,1.4,-5,7,3,-3,1,0.0,1
Cc1cc(C)cc(NC(=O)COC(=O)c2cccc(S(=O)(=O)N3CCCCC3)c2)c1,2,3.9,16,-1,.,.,8,0.4,.
Cc1sc2ncn(CC(=O)NCCCC(=O)N3CCN(c4ncccn4)CC3)c(=O)c2c1C,-5,-1.1,-4,-9,-1,-1,2,0.0,0
CN(C)C(/C=C/Nc1cccc(Br)c1)=C(C#N)C#N,1,-0.5,5,17,0,0,0,0.0,-3
NNC(=O)c1csc(-c2cccc(C(F)(F)F)c2)n1,-4,1.5,8,3,1,0,-2,0.0,1
O=C(c1ccc(S(=O)(=O)NCc2ccco2)cc1)N1CCN(Cc2ccccc2)CC1,-1,4.3,1,-1,-3,0,-2,0.1,2
Cc1nn(C)c(C(=O)NNC(=S)Nc2ccc(F)cc2)c1[N+](=O)[O-],1,-0.2,-4,10,4,-4,-6,-0.1,-5
CCN1C(=O)c2ccc(C(=O)Nc3ncc(C)s3)cc2C1=O,-3,-0.1,0,-10,6,-6,-2,0.1,0
CC(C)C(=O)NC(NC(=O)C(C)C)c1ccc([N+](=O)[O-])cc1,0,2.2,-7,-8,-3,1,2,-0.3,0
Cc1noc(C)c1C(=O)OC(C)C(=O)Nc1ccc(S(=O)(=O)NC(C)C)cc1 (stereo unspecified),-1,-0.2,11,-9,-2,-2,3,0.0,1
CCc1nnc(NC(=O)CSc2nc(SC)ns2)s1,-4,-0.1,-7,15,0,-6,3,0.0,-2
Cc1ccc(-n2cc3ccc([N+](=O)[O-])cc3n2)cc1,4,2.0,-9,2,1,7,-1,0.1,3
Cc1cc(NC(=O)CSc2nnc(C)n2-c2ccccc2)no1,1,0.2,4,2,-2,-3,-1,0.0,-2
Nc1cc(-c2ccc(OC(F)(F)F)cc2)nn1-c1ccc(Cl)c(Cl)c1,1,-0.5,-1,16,5,-5,0,0.1,1
COc1ccccc1NC(=S)N1CC(C)OC(C)C1 (stereo unspecified),1,0.2,-7,-6,4,2,-4,0.3,-4
COc1ccc(CCN2C(=O)CC(C(N)=O)SC2=Nc2ccccc2)cc1OC (stereo unspecified),0,2.5,-2,0,-2,-4,1,0.4,-1
COc1cc(SC)ccc1C(=O)OCC(=O)NCC(C)C,-2,-2.7,-3,5,1,1,10,-0.2,2
